Mdm2-MdmX inh = human Mdm2/MdmX binding inhibition; SaOS-2 split-luciferase Mdm2/MdmX complementation, luminescence; inhibition, % at 8 µM; hit rate 3% among 330,000; AID 485346;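 active = inhibition of at least 50% at 8 µM in the primary screen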
697 NFkB inh = inhibitors of the PMA/ionomycin-induced NF-kB reporter in 697 B cells; hit rate 0.33% among 330,000; inhibition, % at 4 µM; 697 B-cell NF-kB luciferase reporter, 16 h; in the data active = inhibition above about 35%
CHOP UPR activ = apoptotic UPR (CHOP) activation; CHO-CHOP luciferase reporter, luminescence; percent of tunicamycin response over DMSO baseline; activation, % at 10 µM; hit rate 0.34% among 330,000; AID 449763;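 active = at 10 µM dose, activation of 40% or more, normalized to positive control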;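 also: 100% = tunicamycin at 10 µg/mL and 0% = DMSO alone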
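Assay system: CHO cells with stable CHOP pathway luciferase reporter; Buffer or medium: F12 plus 10% serum; Times: 16-18 h cell attachment, then 6 h compound exposure, 37 °C; Signal: luciferase luminescence; Read-out basis: percent activation relative to tunicamycin control; Control set: tunicamycin high control, DMSO low control.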
tim23-1 inh = tim23-1 yeast growth inhibition; hit rate 1.3% among 330,000; S. cerevisiae tim23-1 growth, BacTiter-Glo luminescence, 24 h; inhibition, % at 20 µM;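 active = growth inhibition of the mutant yeast at or above 50%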;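 also: temperature-sensitive mutant grown at 25 °C; plate controls were DMSO-treated mutant yeast for no effect and medium wells lacking yeast for full effect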
APJ antagonist = antagonists of human APJ apelin receptor. inhibition, % at 20 µM. hit rate 0.32% among 330,000. CHO-K1 APJ beta-arrestin complementation, luminescence. P35414. AID 2521;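 active = inhibition above about 40% at 20 µM, limit read from the data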;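 also: cells challenged with 10 nM apelin-13 agonist together with compound; plate controls were apelin-13 plus DMSO wells for no effect and DMSO wells lacking apelin-13 for full effect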
Target sequence (P35414 whole entry, looked up): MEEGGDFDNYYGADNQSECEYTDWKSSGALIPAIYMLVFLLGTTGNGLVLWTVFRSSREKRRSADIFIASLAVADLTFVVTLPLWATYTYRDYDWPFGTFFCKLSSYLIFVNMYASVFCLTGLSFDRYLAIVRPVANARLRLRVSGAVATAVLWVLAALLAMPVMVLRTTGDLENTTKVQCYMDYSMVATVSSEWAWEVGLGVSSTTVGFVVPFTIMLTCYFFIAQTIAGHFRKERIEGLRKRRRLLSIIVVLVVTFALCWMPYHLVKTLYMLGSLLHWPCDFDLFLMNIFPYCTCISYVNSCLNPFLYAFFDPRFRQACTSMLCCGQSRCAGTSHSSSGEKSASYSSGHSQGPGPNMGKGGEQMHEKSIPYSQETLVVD
Jurkat NFkB inh = inhibitors of the PMA/ionomycin-induced NF-kB reporter in Jurkat cells. PMA/ionomycin-induced NF-kB luciferase reporter, luminescence. inhibition, % at 4 µM. hit rate 0.53% among 330,000; in the data active = inhibition above about 50%
APJ ag = agonists of human APJ apelin receptor. AID 2520. P35414. hit rate 0.11% among 330,000. CHO-K1 APJ PathHunter beta-arrestin, luminescence; 0% DMSO wells, 100% apelin. activation, % at 20 µM;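 active = activation more than six SD over the plate average, tested at 20 µM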;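 also: 0% = DMSO alone and 100% = apelin-13 at 10 nM; some results filed as inactive read as strong as hits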
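Test system: CHO-K1 APJ beta-arrestin complementation cell line | Compound: Single test compound dose, 20 µM final, 1% DMSO | Incubation: Compound 90 min 25 °C, reagent 1 h | Measured by: beta-gal luminescence | Read-out basis: APJ–arrestin association signal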
XBP1 UPR activ = adaptive UPR (XBP1) activation; CHO-XBP1 luciferase reporter, IRE1-XBP1 UPR activation, luminescence; percent of tunicamycin response, DMSO as zero; activation, % at 20 µM; hit rate 0.33% among 330,000;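 active = versus positive control, 20 µM dose yields 30% or more activation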;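 also: 100% = tunicamycin at 10 µg/mL and 0% = DMSO only wells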
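Material: CHO cell line with stable XBP1 luciferase reporter; schedule: 16-18 h cell attachment at 37 °C, then 6 h compound exposure; signal: glow luminescence from Steady-Glo reagent; medium: serum-containing F12 medium, 10% FBS; benchmarks: tunicamycin 10 µg/mL and vehicle-only wells; read-out: percent activation relative to tunicamycin reference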
Starred values were filed as active, the others as inactive.

SMILES	Mdm2-MdmX inh	697 NFkB inh	CHOP UPR activ	tim23-1 inh	APJ antagonist	Jurkat NFkB inh	APJ ag	XBP1 UPR activ
CNCCC(Oc1ccccc1OC)c1ccccc1 (centres undefined)	29	10	0.9	-16	-2	-8	-6	-5
CCOC(=O)COn1c(=O)c(-c2cc3ccccc3o2)[n+]([O-])c2ccccc21	-178	-126	4.7	29	5	-81	0	2
O=C(CCN1C(=O)C2C3C=CC(C3)C2C1=O)Nc1c(F)cc(F)cc1Br (centres undefined)	15	12	0.6	16	13	-7	-1	0
COc1cnc(-c2ccccn2)nc1Oc1ccc(F)cc1F	10	-24	1.1	15	13	-28	-3	-1
CCOC(=O)N1CCN(C(=O)c2cccc(OC)c2O)CC1	-33	-19	-0.1	6	-20	-9	1	7
O=C(C1=NN[C@@H]2C(=O)N(Cc3ccccc3)C(=O)[C@H]12)c1ccc([N+](=O)[O-])cc1	-2	0	-0.3	4	0	3	1	-2
O=S(=O)(c1ccc(F)cc1)N1CCN(CC(O)COCc2cccs2)CC1 (centres undefined)	6	14	-1.0	19	-5	2	-4	3
Cc1oc(-c2cccs2)nc1CN1CCN(C2CCCC2)C(CCO)C1 (centres undefined)	-6	-5	-0.8	11	-17	-2	-4	5
CCC(C)[C@@H](C(=O)Nc1ccc2c(c1)OCO2)N1Cc2ccccc2C1=O (some centres undefined)	46	5	3.5	27	-6	3	3	-1
CC(=O)Nc1ccc(S(=O)(=O)NNC(=S)NCC2CCCO2)cc1 (centres undefined)	11	-12	-0.1	-6	14	3	-1	-3
COc1cccc(-c2cc(C(=O)N3CCN(c4ccccc4OC)CC3)no2)c1	10	-1	2.7	39	3	-6	0	4
Cc1ccc(OC(C)C(=O)Nc2ccc(S(=O)(=O)Nc3nccs3)cc2)cc1 (centres undefined)	11	-1	-0.8	-3	1	16	3	-3
O=C(CCc1nnc(CCCc2ccccc2)o1)NC(C1CC1)C1CC1	-129	-129	3.6	11	-5	-125	-1	0
O=C(O)C1CCCCC1C(=O)NCCCN1CCCC1=O (centres undefined)	-1	4	-0.4	13	11	0	-2	-4
O=S1(=O)CCOC[C@H](c2ccccc2)N1Cc1cccc(F)c1	11	12	-0.1	-12	9	5	2	-2
CC1=CC2=NC(=O)CC(C)(C(=O)N(CC(=O)NC(C)(C)C)Cc3ccccc3)N2C=C1 (centres undefined)	0	-16	1.3	8	-21	4	3	4
CCOC(=O)C1=C(C)NC(=O)NC1C (centres undefined)	-19	-56	-0.1	23	2	-12	2	-1
COc1ccc(C(=O)CCN2CCN(c3ccccc3OC)CC2)cc1	-31	-26	0.1	27	-11	-18	1	-2
COc1ccc(CNc2c(CO)cnc3c2cnn3C)cc1	15	-25	2.9	6	-2	9	-1	4
CCOc1ccc(Oc2ccc(NS(=O)(=O)c3cc(C(=O)O)ccc3Cl)cc2)cc1	14	12	-0.9	7	12	-6	-3	-1
COc1ccc(CCNC(=O)CCNC(=O)c2ccccc2Cl)cc1	-9	5	0.4	-3	13	14	0	-1
COc1ccc(Cl)cc1NC(=O)CN1CCC(NC(=O)C2CC2)CC1	-4	-11	-1.4	11	-2	-1	0	-3
CCOc1ccc(-n2c(O)c(/C=N/c3ccnn3Cc3ccncc3)c3ccccc3c2=O)cc1	3	18	-0.1	-13	-20	-1	-2	-1
O=C(C1=C[C@H](c2coc3ccccc3c2=O)C[C@H](OCCCCO)O1)N1CCN(Cc2ccc3c(c2)OCO3)CC1	0	-24	0.6	5	-33	-13	7	0
COc1ccc(-c2csc(C3=C(O)CN(C(C)C)C3=N)n2)cc1OC	24	2	0.5	23	-3	-30	0	7
O=C(COC(=O)C1(c2cccc(F)c2)CCCC1)NCc1ccc2c(c1)OCO2	5	-26	2.1	24	6	14	1	-1
O=CN1CCN(C(=O)c2cccc3c2-c2ccccc2C3=O)CC1	-29	-4	0.0	-13	-27	-12	-4	-1
CC(C)n1c(C(O)c2ccc3c(c2)OCO3)nc2ccccc21 (centres undefined)	16	-6	0.0	4	11	-4	-6	-1
CS(=O)(=O)N1CCC(Oc2ccccc2C(=O)N2CCNC(=O)C2)CC1	-2	6	-1.0	1	4	10	-3	-6
O=C(CN1CCN(Cc2ccc3c(c2)OCO3)CC1)Nc1ccc2[nH]c(=O)[nH]c2c1	23	16	-0.5	-23	-12	11	-6	-1

Reformatted with two lines to a compound: entries from further up.
Order of values – Mdm2-MdmX inh | 697 NFkB inh | CHOP UPR activ | tim23-1 inh | APJ antagonist | Jurkat NFkB inh | APJ ag | XBP1 UPR activ
> CCOC(=O)C1=C(C)NC(=O)NC1C (centres undefined)
→ -19 | -56 | -0.1 | 23 | 2 | -12 | 2 | -1
> COc1ccc(C(=O)CCN2CCN(c3ccccc3OC)CC2)cc1
→ -31 | -26 | 0.1 | 27 | -11 | -18 | 1 | -2
> COc1ccc(CNc2c(CO)cnc3c2cnn3C)cc1
→ 15 | -25 | 2.9 | 6 | -2 | 9 | -1 | 4
> CCOc1ccc(Oc2ccc(NS(=O)(=O)c3cc(C(=O)O)ccc3Cl)cc2)cc1
→ 14 | 12 | -0.9 | 7 | 12 | -6 | -3 | -1
> COc1ccc(CCNC(=O)CCNC(=O)c2ccccc2Cl)cc1
→ -9 | 5 | 0.4 | -3 | 13 | 14 | 0 | -1
> COc1ccc(Cl)cc1NC(=O)CN1CCC(NC(=O)C2CC2)CC1
→ -4 | -11 | -1.4 | 11 | -2 | -1 | 0 | -3
> CCOc1ccc(-n2c(O)c(/C=N/c3ccnn3Cc3ccncc3)c3ccccc3c2=O)cc1
→ 3 | 18 | -0.1 | -13 | -20 | -1 | -2 | -1
> O=C(C1=C[C@H](c2coc3ccccc3c2=O)C[C@H](OCCCCO)O1)N1CCN(Cc2ccc3c(c2)OCO3)CC1
→ 0 | -24 | 0.6 | 5 | -33 | -13 | 7 | 0
> COc1ccc(-c2csc(C3=C(O)CN(C(C)C)C3=N)n2)cc1OC
→ 24 | 2 | 0.5 | 23 | -3 | -30 | 0 | 7
> O=C(COC(=O)C1(c2cccc(F)c2)CCCC1)NCc1ccc2c(c1)OCO2
→ 5 | -26 | 2.1 | 24 | 6 | 14 | 1 | -1
> O=CN1CCN(C(=O)c2cccc3c2-c2ccccc2C3=O)CC1
→ -29 | -4 | 0.0 | -13 | -27 | -12 | -4 | -1
> CC(C)n1c(C(O)c2ccc3c(c2)OCO3)nc2ccccc21 (centres undefined)
→ 16 | -6 | 0.0 | 4 | 11 | -4 | -6 | -1
> CS(=O)(=O)N1CCC(Oc2ccccc2C(=O)N2CCNC(=O)C2)CC1
→ -2 | 6 | -1.0 | 1 | 4 | 10 | -3 | -6
> O=C(CN1CCN(Cc2ccc3c(c2)OCO3)CC1)Nc1ccc2[nH]c(=O)[nH]c2c1
→ 23 | 16 | -0.5 | -23 | -12 | 11 | -6 | -1

Later entries
SMILES	Mdm2-MdmX inh	697 NFkB inh	CHOP UPR activ	tim23-1 inh	APJ antagonist	Jurkat NFkB inh	APJ ag	XBP1 UPR activ
Cc1cc(C)nc(N(C#N)Cc2cccc3ccccc23)n1	16	18	0.3	32	2	-9	-7	-1
CCc1c(C)sc(NC(=O)CC#N)c1C#N	-1	25	0.8	24	-6	5	0	-2
COc1cc(C(=O)NNC(=O)c2ccc(NC(C)=O)cc2)cc(OC)c1OC	-30	7	-0.4	9	6	7	-1	-3
O=C(NNS(=O)(=O)c1ccccc1Cl)c1nn(-c2ccc(F)cc2)ccc1=O	14	5	-0.2	-6	19	-4	-3	0
COc1ccc(NC(=O)CC2CCCC2)cc1S(=O)(=O)N1CCCCC1	10	-2	1.2	-3	9	3	-3	-2
C=CCn1c(SCC(=O)Nc2ccc(F)cc2)nc2cc(C(=O)O)ccc2c1=O	-21	-21	-0.5	10	14	-8	1	3
COc1ccc(-c2oc3ccc(-c4ccc5c(c4)OCO5)cc3c2-c2ccc(OC)nc2)cc1	17	23	-1.0	2	-7	1	-3	-2
CC(C)(C)c1ccc(C(=O)N2CCC(=O)N(C(COCc3ccccc3)Cc3ccccc3)CC2)cc1 (centres undefined)	43	8	1.6	32	8	12	1	-5
CC(C)n1cc(-c2ccc(Cl)cc2)cc(C#N)c1=O	10	-16	-0.2	1	6	7	-2	14
CCN(CC(=O)Nc1ccc2c(c1)OCCO2)C(=O)COc1cc(C)ccc1Cl	-14	-12	0.2	14	0	-10	3	2
COc1ccc(C(=O)NCCCNC(=O)c2ccccn2)cc1Br	19	20	-0.1	-3	8	15	-3	-3
O=C1CN(S(=O)(=O)c2ccc(Cl)cc2)c2ccccc2N1	10	3	0.4	14	10	11	0	-3
CCc1ccc(N2C(=O)CN(Cc3cc(OC)c(OC)c(OC)c3)C2=S)cc1	22	-11	4.8	9	10	11	-2	-1
Cc1ccc(S(=O)(=O)/N=C(/c2ccc(F)cc2)N2CCOCC2)cc1	-8	-17	0.8	15	-11	5	-1	0
O=c1[nH]c2ccccc2c2oc(CCl)nc12	78*	-9	-5.0	42	20	9	-6	-8
O=S(=O)(Nc1cccc(-c2cn3cccnc3n2)c1)c1ccc(F)cc1	2	-16	2.6	9	-18	4	2	0
O=C(c1cccc2ccccc12)N1CCN=C1SCc1ccc([N+](=O)[O-])cc1	18	-11	-0.4	27	0	-2	-3	-6
CC(C)CC1Nc2ccc(C(=O)NCCCN3CCOCC3)cc2NC1=O (centres undefined)	8	17	0.4	4	-6	5	-1	3
CN(C(=O)CC(NC(=O)c1ccccc1)(c1ccccc1)c1ccccc1)c1ccccc1	-17	12	-1.0	51*	4	-14	-7	-3
Cc1noc(NS(=O)(=O)c2ccc(NC(=O)c3nn(-c4ccc(F)cc4)ccc3=O)cc2)c1C	10	4	-0.4	-19	-1	-5	4	-5
CC[n+]1c(/C=C2\C=C(C)CC(C)(C)C2)sc2ccccc21	30	-8	0.7	51*	6	-5	1	-5
COc1ccc(C(=O)NCCCN2CCOCC2)cc1S(=O)(=O)N1CCCc2ccccc21	19	15	0.3	25	-7	-21	3	1
O=C(Nc1ccc2c(c1)OCCO2)C1c2ccccc2C(=O)N2CCc3ccccc3C12 (centres undefined)	11	6	0.7	-7	5	-2	-8	4
CCC(C)(C)NC(=O)C(c1ccc(OC)cc1)N(C(=O)CCC(=O)Nc1cc(C)on1)c1cccc(F)c1 (centres undefined)	22	12	-0.3	5	11	1	2	0
COC(=O)c1sc2ncccc2c1OCc1ccccc1Cl	20	15	-2.0	31	16	7	-3	4
CC(C)C(=O)Nc1cccc(NC(=S)NC(=O)c2ccc([N+](=O)[O-])cc2)c1	-4	-28	2.7	27	24	2	-3	2
N/C(=N\OC(=O)c1ccc(Cl)cc1)c1cccnc1	-38	-165	1.0	50	-18	-93	13	3
Cc1csc(NC(=O)C2CCN(S(=O)(=O)c3ccc4c(c3)oc(=O)n4C)CC2)n1	25	21	1.4	8	9	1	-1	-4
COc1ccc(NC(=O)CN(C)CC(=O)Nc2sc3c(c2C(N)=O)CCC3)cc1	-28	15	-0.4	10	25	2	-4	0
COc1ccc(CN(C)C(=O)c2cccc(Oc3ccccc3)c2)c(OC)c1OC	18	-16	-0.1	27	11	0	-4	-1
CN(C)C=NC(=O)c1cc(C(=O)c2ccccc2Cl)c[nH]1	7	8	-1.4	-11	6	-2	0	1
